Screens deposited in PubChem by The Scripps Research Institute Molecular Screening Center.
PLC-beta3 inh: inhibitors of human phospholipase C beta3 | Q01970 | Purified PLC-beta3, fluorogenic substrate, fluorescence | inhibition, % at 12.2 µM | 370,000 tested, 0.18% active; in the data active means inhibition above about 11%;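 further: 0% = median of compound wells on plate and 100% = full blocker control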
proKLK7 act: activators of human kallikrein-7 zymogen | P49862 | purified proKLK7, EDANS-DABCYL substrate fluorescence; 100% is mature enzyme control, 0% vehicle | activation, % at 7 µM | 370,000 tested, 0.9% active | AID 652039;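 active means activation above the mean of all tested compounds plus 3 SD, computed per campaign excluding outliers beyond control limits, cut at about 13% in these data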
Tn6 DDE FP: disrupts Tn6 cyclic peptide binding to fibrin D-Dimer-E complex | Fibrin DD(E) TRITC-Tn6 fluorescence polarization displacement | inhibition, % at 8.3 µM | 370,000 tested, 0.21% active;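 active means inhibition above a per-campaign cutoff: mean of compounds within control limits plus 3 SD, cut at about 15% in these data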;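 further: 0% = median of all compound wells on the plate and 100% = blocking peptide control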
Tn7 DDE FP: disrupts Tn7 cyclic peptide binding to fibrin D-Dimer-E complex. P02675. FP displacement of FITC-Tn7 peptide from fibrin DD(E); 0% = median of compound wells per plate. inhibition, % at 8.3 µM. 370,000 tested, 0.13% active. AID 720508;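 active means inhibition above the mean of compounds falling within the control limits plus 3 SD of them, cut at about 14% in these data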;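 further: 0% = plate median of compound wells and 100% = 10 µM Aha-Tn7 peptide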
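System: human fibrin DD(E); quantity: Fibrin-DD(E) at 2 µM final; also added: fluorescent Tn7 probe at 0.1 µM; compound dosing: single nominal test concentration of 8.3 µM per compound; schedule: 10 min preincubation, 3 h with tracer, room temperature; detection: fluorescence polarization of the labelled Tn7 tracer; repeats: one replicate per compound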
ARFGAP1 inh: rat ARFGAP1 inhibition; Arfgap1-stimulated ARF1 GTP hydrolysis, GDP FP detection; inhibition, % at 16.5 µM; 360,000 tested, 0.26% active;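 active means inhibition above a per-plate limit, mean inhibition of low control wells plus 3 SD, cut at about 25% in these data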;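 further: 0% = DMSO wells with enzyme and 100% = wells lacking Arfgap1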
Target sequence (Q62848 1-136 limits assumed): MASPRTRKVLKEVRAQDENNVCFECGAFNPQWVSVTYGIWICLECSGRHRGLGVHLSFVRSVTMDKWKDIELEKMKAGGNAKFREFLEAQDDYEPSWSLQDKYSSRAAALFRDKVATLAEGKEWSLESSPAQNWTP
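Material: rat Arfgap1 catalytic domain, aa 1-136; also added: human ARF1(Δ1-17)-GTP substrate; compound dosing: one concentration, 16.5 µM, DMSO 1.26%; incubation: GTP hydrolysis reaction 2 h at 25 °C; measured by: Tracer-displacement fluorescence polarization with EDTA stop, 620/688 nm; evaluation: % inhibition from polarization; repeats: one replicate per compound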
MBD2 inh: blocks human MBD2 binding to methylated DNA; Q9UBB5; inhibition, % at 4.4 µM; TR-FRET, MBD2 binding to methylated oligonucleotide; 370,000 tested, 0.31% active; in the data active means inhibition above about 13%
ASAP1 inh: inhibitors of human ASAP1 ArfGAP activity; Q9ULH1; ASAP1-stimulated ARF1 GTP hydrolysis, GDP FP detection; inhibition, % at 16.5 µM; 360,000 tested, 0.19% active; in the data active means inhibition above about 25%;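 further: 0% = vehicle with enzyme and substrate and 100% = no enzyme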
UHRF1 MBD2 ctr: human UHRF1 methylated DNA binding inhibitors; UHRF1 binding to methylated oligo, TR-FRET; inhibition, % at 4.4 µM; 370,000 tested, 0.75% active; in the data active means inhibition above about 21%;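 further: UHRF1 SRA domain binding a hemimethylated CpG hairpin DNA probe; 0% = median of test compound wells and 100% = reference inhibitor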
Target sequence (Q96T88 whole entry, looked up, the tested form may be a part): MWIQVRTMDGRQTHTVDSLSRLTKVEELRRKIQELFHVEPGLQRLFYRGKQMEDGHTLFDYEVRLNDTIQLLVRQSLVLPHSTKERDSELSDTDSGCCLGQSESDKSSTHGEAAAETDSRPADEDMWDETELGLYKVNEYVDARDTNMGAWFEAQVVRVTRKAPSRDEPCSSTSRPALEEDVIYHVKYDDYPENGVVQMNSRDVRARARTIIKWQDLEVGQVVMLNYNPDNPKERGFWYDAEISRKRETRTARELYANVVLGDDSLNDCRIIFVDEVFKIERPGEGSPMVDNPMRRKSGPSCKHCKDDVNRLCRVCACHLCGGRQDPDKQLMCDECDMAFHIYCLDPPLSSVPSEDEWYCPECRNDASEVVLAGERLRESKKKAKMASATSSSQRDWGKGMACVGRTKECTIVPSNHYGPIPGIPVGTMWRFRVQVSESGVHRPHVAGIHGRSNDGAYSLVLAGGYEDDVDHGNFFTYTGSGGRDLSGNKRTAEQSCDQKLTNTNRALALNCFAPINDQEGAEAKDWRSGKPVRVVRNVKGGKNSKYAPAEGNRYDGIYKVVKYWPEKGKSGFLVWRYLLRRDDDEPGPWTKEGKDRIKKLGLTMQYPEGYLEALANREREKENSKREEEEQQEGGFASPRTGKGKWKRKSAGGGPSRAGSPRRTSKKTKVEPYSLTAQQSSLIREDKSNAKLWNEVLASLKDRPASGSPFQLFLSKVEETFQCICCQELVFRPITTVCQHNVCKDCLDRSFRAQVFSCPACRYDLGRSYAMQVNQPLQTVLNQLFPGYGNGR
ADAM17 inh: ADAM17 inhibition, QFRET primary screen; P78536; recombinant ADAM17, EDANS/DABCYL FRET peptide cleavage; inhibition, % at 6.95 µM; 370,000 tested, 0.83% active;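 active means inhibition above the mean of compounds lying between control limits plus 3 SD, set per campaign, cut at about 8.5% in these data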;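 further: 0% = DMSO-only wells as the low control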
PLCg1 inh: PLC-gamma1 (human) inhibition, primary screen | 370,000 tested, 0.84% active | AID 720700 | purified PLC-gamma1, fluorogenic substrate, fluorescence | inhibition, % at 12.2 µM | P19174; in the data active means inhibition above about 9.5%
Numbers without * were called inactive; · = no result given.

No.	Tn7 DDE FP	MBD2 inh	ADAM17 inh	PLC-beta3 inh	ARFGAP1 inh	ASAP1 inh	proKLK7 act	UHRF1 MBD2 ctr	PLCg1 inh	Tn6 DDE FP	Compound
1	0	-6	-4	-16	5	-2	0.7	-2	-9	10	COc1ccc(CNC2CCN(Cc3ccccc3)CC2)cc1
2	2	3	0	-9	18	-2	0.6	1	-1	-1	COc1ccccc1N1CCN(CC(O)c2ccccc2)CC1 (configuration not stated)
3	0	-2	1	-3	3	4	-0.3	-3	-1	-6	COc1ccc(C2c3sc(=O)[nH]c3SC3C4CCC(C4)C23)cc1OC (configuration not stated)
4	4	0	-1	-7	-7	2	0.5	1	-1	5	CCn1c(=O)c2c(nc(SCC(=O)NC3CCCC3)n2C)n(C)c1=O
5	-3	-4	5	0	·	·	-0.3	-3	3	2	COc1ccc(-n2c(SCC(=O)Nc3ccc(S(=O)(=O)Nc4nccs4)cc3)nnc2-c2ccco2)cc1
6	-8	-1	-3	-3	2	-11	0.8	-1	2	-2	CC(Sc1nnc(C(C)Oc2ccccc2F)o1)C(=O)NCc1ccc2c(c1)OCO2 (configuration not stated)
7	-1	5	-3	1	-3	-7	0.0	-1	-3	-5	Cc1cc(C)nc(N(C#N)S(=O)(=O)c2ccccc2)n1
8	-9	-1	3	1	0	-8	-2.1	4	-3	5	Cc1ccc(-c2csc(NC(=O)Cn3[nH]c(=O)c4ccccc4c3=O)n2)cc1
9	3	-7	5	-11	6	-1	0.4	5	-5	3	COc1ccc(OC)c(C(=O)COC(=O)C2CC3CCCC(C2)C3=O)c1 (configuration not stated)
10	10	3	0	4	-11	5	0.2	8	0	0	O=C(NC(=S)Nc1cccc(O)c1)C1CCCCC1
11	0	-5	1	-4	21	15	0.5	-2	0	-6	COc1ccc(C)cc1NC(=O)/C=C/c1ccc(OC)c(S(=O)(=O)N2CCOCC2)c1
12	-4	4	-5	-5	-1	-9	-0.6	40*	2	2	CCOc1ccccc1N1CCN(C(=O)[C@@H]2CCCN2C2=NS(=O)(=O)c3ccccc32)CC1
13	2	5	-2	-3	-1	2	-0.2	4	1	-8	CC[C@]12c3[nH]c4ccc(Cl)cc4c3CCN1C(=O)[C@@H](CC(=O)NCCCN(C)C)C[C@@H]2C(=O)N1CCN(C(=O)C2CC2)CC1
14	2	4	-3	-7	6	3	-0.1	4	0	4	CCCC(C(=O)NC1CCCC1)N(C(=O)Cn1nnc(-c2ccc(C)o2)n1)c1ccccc1F (configuration not stated)
15	1	-2	-9	-73	5	4	-2.0	-2	-41	-5	N#C/C(=C/c1ccc(N2CCOCC2)o1)c1ccc(Cl)cc1
16	-1	-1	-4	-5	4	-6	1.0	0	1	7	CCOc1ccc(NC(=O)CC(=O)Nc2ccc(OCC)cc2)cc1
17	1	-7	-1	-4	-7	7	0.2	0	-4	4	COc1cc(-c2nn3c(-c4ccccc4)nnc3s2)cc(OC)c1OC
18	-10	3	-1	-1	2	20	0.2	3	3	1	COc1ccc(OC)c(C2CC(=O)Nc3c2c(=O)[nH]c2ncnn32)c1 (configuration not stated)
19	-11	-1	7	6	1	1	0.0	1	4	-4	O=C(Nc1cccc([N+](=O)[O-])c1)c1ccc2c(c1)OCCO2
20	7	3	0	1	3	-1	-0.3	0	-55	-4	COC(=O)c1ccccc1NC(=O)CN(CCc1ccccc1)S(C)(=O)=O
21	5	-3	-6	-1	7	-9	-0.1	0	0	6	CCOc1ccc(N(C(C)C(=O)NC2CCCCCC2)S(C)(=O)=O)cc1 (configuration not stated)
22	0	1	-2	-2	-4	6	-0.2	15	0	-3	Cc1ccccc1NC(=O)c1c2c(nc3ccccc13)CCC2
23	1	8	-12	10	1	-5	-0.2	3	4	-7	CCN(CC)C(=O)C12C(=O)Oc3ccccc3C1C2(C)C(=O)c1ccc(F)cc1 (configuration not stated)
24	-6	0	5	-1	-1	10	-0.6	1	5	-4	CN(C)c1nc(Oc2ccc(/C=N/O)cc2)nc(N(C)C)n1
25	0	-2	-1	-7	16	10	-0.8	0	-1	-1	COc1ccc(C(=O)N2CCC3(CC2)NCCc2[nH]cnc23)cc1OC

Among those listed so far, 3 have a furan ring, fused or not.
No.	Tn7 DDE FP	MBD2 inh	ADAM17 inh	PLC-beta3 inh	ARFGAP1 inh	ASAP1 inh	proKLK7 act	UHRF1 MBD2 ctr	PLCg1 inh	Tn6 DDE FP	Compound
5	-3	-4	5	0	·	·	-0.3	-3	3	2	COc1ccc(-n2c(SCC(=O)Nc3ccc(S(=O)(=O)Nc4nccs4)cc3)nnc2-c2ccco2)cc1
14	2	4	-3	-7	6	3	-0.1	4	0	4	CCCC(C(=O)NC1CCCC1)N(C(=O)Cn1nnc(-c2ccc(C)o2)n1)c1ccccc1F (configuration not stated)
15	1	-2	-9	-73	5	4	-2.0	-2	-41	-5	N#C/C(=C/c1ccc(N2CCOCC2)o1)c1ccc(Cl)cc1

Full records as entered above:
Record of O=C(NC(=S)Nc1cccc(O)c1)C1CCCCC1 → Tn7 DDE FP: 10; MBD2 inh: 3; ADAM17 inh: 0; PLC-beta3 inh: 4; ARFGAP1 inh: -11; ASAP1 inh: 5; proKLK7 act: 0.2; UHRF1 MBD2 ctr: 8; PLCg1 inh: 0; Tn6 DDE FP: 0
Record of COc1ccc(C)cc1NC(=O)/C=C/c1ccc(OC)c(S(=O)(=O)N2CCOCC2)c1 → Tn7 DDE FP: 0; MBD2 inh: -5; ADAM17 inh: 1; PLC-beta3 inh: -4; ARFGAP1 inh: 21; ASAP1 inh: 15; proKLK7 act: 0.5; UHRF1 MBD2 ctr: -2; PLCg1 inh: 0; Tn6 DDE FP: -6

Continued:
No.	Tn7 DDE FP	MBD2 inh	ADAM17 inh	PLC-beta3 inh	ARFGAP1 inh	ASAP1 inh	proKLK7 act	UHRF1 MBD2 ctr	PLCg1 inh	Tn6 DDE FP	Compound
26	3	-3	8	2	-8	4	-0.3	1	7	3	CCCC1=Nc2cc(C(=O)NCCCOC(C)C)ccc2Sc2ccccc21
27	-7	3	6	-4	0	15	1.2	0	-4	5	Nc1cc(-c2cccc(Br)c2)nn1Cc1ccccc1
28	8	0	-1	-7	-2	8	0.2	0	-2	-3	COc1ccc2ccccc2c1/C=N/NC(=O)c1ccc([N+](=O)[O-])cc1
29	1	2	-2	-3	-9	14	-0.2	-1	-2	-10	COc1ccc(CCNC(=O)c2nnn(-c3ccc4c(c3)OCCO4)c2N)cc1OC
30	3	5	1	1	3	-8	-0.1	0	0	10	CC(C)COC(=O)N(C)C[C@H]1OCc2cn(nn2)CCCC(=O)N([C@H](C)CO)C[C@@H]1C
31	-11	-2	0	9	-5	1	-0.4	-1	2	-3	O=C(NCCCc1ccccc1)c1cccc(NC(=O)C2CCCCC2)c1
32	-3	-3	0	5	3	1	0.2	-1	1	5	OC(c1cc(C(F)(F)F)nc2c(C(F)(F)F)cccc12)C1CCCCN1 (configuration not stated)
33	-4	-4	-1	6	-5	2	0.4	2	5	-6	O=S(=O)(NC1CCCC1)c1ccc(Br)s1
34	-2	1	0	0	-12	-4	0.1	-3	3	2	O=C(CSc1ncn[nH]1)N1N=C(c2ccc(Cl)cc2)CC1c1ccco1 (configuration not stated)
35	6	0	-1	3	-8	-21	-0.4	-3	1	6	Cc1ccc2[nH]c(=O)c(CN(CCCN3CCOCC3)C(=O)Nc3cccc(Cl)c3)cc2c1
36	1	2	-2	-8	6	0	0.6	-4	2	-4	COCCCNC(=S)N1CCN(c2nc(C)nc3sc4c(c23)CCCC4)CC1
37	3	-4	-2	-15	-4	1	0.1	-1	-14	4	O=C(COC(=O)C1CC1)Nc1ncc(C(F)(F)F)cc1Cl
38	-3	-1	-19	-95	19	14	0.1	-7	-69	-1	CCCCC1O[C@@H](C)[C@@H]2CN3CCc4c([nH]c5ccccc45)[C@@H]3C[C@@H]2N1C (some centres not stated)
39	-10	-12	-96	-11	10	-6	-0.3	-3	-9	-4	O=C(CN1C(=O)c2cccc3cccc(c23)C1=O)N1CCOCC1
40	3	-2	-7	-10	-9	-2	0.0	3	-8	2	CCc1nc(NCCN2CCOCC2)c(C#N)c2c1CCCC2
41	8	-3	-3	-13	3	-1	0.5	-1	-6	6	COc1ccc(C)cc1NC(=O)c1sc2ncn(CC(=O)N3CCCCC3)c(=O)c2c1C
42	5	3	-4	-1	-8	8	-0.3	1	1	0	COc1cccc(CNC(=O)[C@H]2CCCN2C(=O)[C@H]2CCCN2)c1
43	-1	-8	-2	-5	7	-14	0.5	-6	3	0	Nc1nnc(CC(=O)N/N=C/c2ccc([N+](=O)[O-])cc2)s1
44	-1	1	-1	-10	-5	-2	0.4	1	1	0	O=C(NCc1ccncc1)c1cccc(Cn2cc(Br)cn2)c1
45	4	-3	-4	1	-10	-1	0.3	0	-1	-2	CC(=O)c1cccc(OC(=O)Oc2cccc(C(C)=O)c2)c1

Structural class: the entries above with a nitro group on carbon
No.	Tn7 DDE FP	MBD2 inh	ADAM17 inh	PLC-beta3 inh	ARFGAP1 inh	ASAP1 inh	proKLK7 act	UHRF1 MBD2 ctr	PLCg1 inh	Tn6 DDE FP	Compound
19	-11	-1	7	6	1	1	0.0	1	4	-4	O=C(Nc1cccc([N+](=O)[O-])c1)c1ccc2c(c1)OCCO2
28	8	0	-1	-7	-2	8	0.2	0	-2	-3	COc1ccc2ccccc2c1/C=N/NC(=O)c1ccc([N+](=O)[O-])cc1
43	-1	-8	-2	-5	7	-14	0.5	-6	3	0	Nc1nnc(CC(=O)N/N=C/c2ccc([N+](=O)[O-])cc2)s1
